# Pf Dd2 inh – inhibitors of Plasmodium falciparum Dd2 growth; P. falciparum Dd2 growth, SYBR Green, 72 h; stronger effect = lower value; hit rate 2.3% among 94,000; activity change, % at 10 µM; in the data active = activity change below about -80%; inconclusive = no clear call, values can overlap the other calls
# GASC1 inh – inhibitors of human demethylase GASC-1 KDM4C; Q9H3R0; GST-KDM4C 2-372, H3K9me3 peptide, LANCE TR-FRET; inhibition, % at 12.5 µM; hit rate 0.15% among 96,000;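 active = mean replicate inhibition above about 25%, with at least 55% of replicates also reaching it, limit read from the data, passing the limit was not always enough; inconclusive = only one of those two conditions met; inactive = neither condition met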
# Target sequence (Q9H3R0 2-372 limits assumed): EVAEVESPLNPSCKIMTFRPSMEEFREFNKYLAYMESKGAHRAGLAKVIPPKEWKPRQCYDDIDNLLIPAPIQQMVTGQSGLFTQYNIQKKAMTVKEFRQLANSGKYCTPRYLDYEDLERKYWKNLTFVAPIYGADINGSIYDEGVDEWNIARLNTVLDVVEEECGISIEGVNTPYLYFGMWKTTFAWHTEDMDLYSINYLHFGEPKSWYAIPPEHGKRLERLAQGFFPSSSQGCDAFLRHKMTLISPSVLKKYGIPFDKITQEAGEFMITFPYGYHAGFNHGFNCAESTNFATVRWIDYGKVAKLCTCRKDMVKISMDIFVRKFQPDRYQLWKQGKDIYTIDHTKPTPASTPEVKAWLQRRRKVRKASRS
#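 Material: N-terminal GST-fused human GASC-1 (KDM4C) fragment, residues 2-372. Input: 10 nM enzyme. Incubation: enzyme reaction 30 min, then detection 60 min, both room temperature. Doses: one test concentration per compound. Read-out basis: inhibition from TR-FRET ratio decrease. Detection: LANCE TR-FRET, excitation 340 nm, emissions 618 and 671 nm.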
# C diff growth – blocks growth of Clostridium difficile; Clostridium difficile clinical isolate growth, OD600, 24 h; stronger effect = lower value; hit rate 0.25% among 86,000; growth activity, negative = inhibition, % at 16 µg/mL (by protocol);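 active = mean growth activity at or below -80% and every replicate also at or below -80%; inconclusive = mean at or below -80% but some replicate above -80%; inactive = mean growth activity above -80%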;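 also: 0% = DMSO wells and -100% = levofloxacin 16 µg/mL wells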
# Tcruzi prolif – T. cruzi proliferation inhibition; T. cruzi beta-gal in NIH3T3, GalScreen luminescence, 90 h; inhibition, % at 8.34 µM; AID 624255; hit rate 5.9% among 77,000;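 active = mean inhibition above about 93%, with at least 55% of replicates each passing it, limit read from the data, passing the limit was not always enough; inconclusive = only one of those two conditions holds; inactive = neither condition holds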
# Active calls of the source: *; u = inconclusive; x = not tested or not shown; & = joins results of further samples.
SMILES,Pf Dd2 inh,GASC1 inh,C diff growth,Tcruzi prolif
O=C(C[C@@H]1CC[C@@H]2[C@H](COC[C@H](O)CN2CC2CCCCC2)O1)NCc1ccc(Cl)cc1,-9.5,0.6,x,73.4
Cc1ccccc1S(=O)(=O)NCC[C@H]1CC[C@@H](NC(=O)C2CCCC2)[C@@H](CO)O1,-11.0,1.2,-3.6,x
C[C@H]1CN([C@@H](C)CO)C(=O)c2cccc(NS(=O)(=O)c3ccc(F)cc3)c2O[C@H]1CN(C)C(=O)Nc1ccc(F)cc1,-20.8,-1.6,4.1,48.2
CNC[C@@H]1OCCCC[C@@H](C)Oc2ccc(NC(=O)c3ccncc3)cc2C(=O)N([C@H](C)CO)C[C@@H]1C,32.1,-1.5,-3.2,-10.2
O=C(Nc1ccc2c(c1)[C@@H]1C[C@@H](CC(=O)N3CCc4ccccc4C3)O[C@H](CO)[C@@H]1O2)C1CCC1,-4.9,-1.4,-0.7,22.3
C[C@@H]1CN([C@H](C)CO)C(=O)c2cccc(NS(=O)(=O)c3ccccc3)c2O[C@@H]1CN(C)S(=O)(=O)c1cn(C)cn1,16.5,-0.5,-2.3,5.2
C/C=C/c1ccc([C@H]2[C@H](CO)N3C(=O)CN(C(=O)Nc4cccc(OC)c4)C[C@@H]23)cc1,6.2,-2.2,57.6,x
COc1ccccc1C#Cc1cnc2c(c1)C(=O)N([C@@H](C)CO)C[C@@H](C)[C@@H](CN(C)C(=O)CN(C)C)O2,-24.2,1.9,1.1,-91.1
C[C@@H]1CN([C@@H](C)CO)C(=O)c2cc(NC(=O)Cc3ccccc3)ccc2O[C@@H]1CN(C)S(=O)(=O)c1ccc(Cl)cc1,7.8,-1.9,-2.4,40.9
C[C@@H]1CCCCO[C@@H](CN(C)C(=O)c2ccncc2)[C@@H](C)CN([C@@H](C)CO)C(=O)c2cc(NS(=O)(=O)c3ccc(Cl)cc3)ccc2O1,-14.7,0.5,x,-23.5
CC(C)C#Cc1ccc([C@@H]2[C@H]3CN(C(=O)c4ccc5c(c4)OCO5)CC(=O)N3[C@H]2CO)cc1,-73.1,-0.2,13.7,x
CC(=O)N1[C@H](C(=O)NCc2ccccc2Cl)[C@@H](CO)[C@@H]2Cn3c(ccc(-c4ccccc4)c3=O)[C@@H]21,-3.2,0.2,-18.3,-11.9
O=C(NC[C@@H]1[C@@H](c2ccccc2)[C@@H](CO)N1CC1CCCC1)c1ccncc1,-26.0,2.2,10.3,22.8
C[C@H](CO)N1C[C@H](C)[C@H](CN(C)Cc2ccc(Cl)c(Cl)c2)OCc2cnnn2CCCC1=O,-16.7,1.3,-0.3,2.4
CCC(=O)Nc1ccc2c(c1)OC[C@@H](C)N(C(=O)c1ccncc1)C[C@H](C)[C@@H](OC)CN(C)C2=O,x,1.6,-4.9,-16.6
Cc1ccccc1-c1ccc([C@@H]2[C@H](CO)N3CCCCN(C(=O)Nc4ccc(F)cc4)C[C@@H]23)cc1,-25.4,-1.9,-99.2*,102.6*
C[C@H]1CN([C@@H](C)CO)S(=O)(=O)c2ccc(-c3cccnc3)cc2O[C@H]1CN(C)Cc1ccncc1,12.3,4.0,2.1,75.0
C[C@@H]1CCCCO[C@@H](CN(C)Cc2ccncc2)[C@@H](C)CN([C@H](C)CO)C(=O)c2cc(NS(C)(=O)=O)ccc2O1,30.8,-0.4,-0.3,37.7
CC(=O)N[C@@H]1CC[C@@H](CC(=O)NCC2CCCCC2)O[C@H]1CO,28.8,-0.6,-0.5,-10.5
C[C@@H]1CCCCO[C@@H](CN(C)C(=O)Nc2ccc3c(c2)OCO3)[C@H](C)CN([C@@H](C)CO)C(=O)c2cc(NC(=O)Nc3ccc(C(F)(F)F)cc3)ccc2O1,7.9,1.6,11.0,8.9
C[C@@H]1CN([C@H](C)CO)C(=O)c2cc(C#CCc3ccccc3)cnc2O[C@@H]1CN(C)C(=O)C1CCCCC1,-33.6,-0.2,-0.1,34.6
COc1cccc(S(=O)(=O)N2[C@@H]3CNC[C@H]2C3c2ccc(-c3ccccc3OC)cc2)c1 (some centres not stated),-2.5&10.5,-2.6&-1.5,1.4&17.5,x
Cc1cccc(-c2ccc(C3[C@H]4CNC[C@@H]3N4S(=O)(=O)c3ccccc3F)cc2)c1 (some centres not stated),-13.5&3.7,-0.1&0.3,-6.1&37.6,x
C[C@@H]1CN([C@@H](C)CO)C(=O)c2cccc(NC(=O)C3CCCCC3)c2O[C@H]1CN(C)S(=O)(=O)c1ccc(Cl)cc1,-14.0,-0.6,-29.6,37.0
COc1ccc(S(=O)(=O)Nc2ccc3c(c2)C(=O)N([C@@H](C)CO)C[C@@H](C)[C@@H](CN(C)C(=O)c2ccccc2)OCCCC[C@@H](C)O3)cc1,-20.3,-1.7,0.4,17.2
CCS(=O)(=O)N1CCCCN2[C@H](CO)[C@@H](c3ccc(-c4ccccc4F)cc3)[C@@H]2C1,-63.6,-2.1,-5.6,u
O=C(C[C@@H]1CC[C@H]2[C@@H](COC[C@@H](O)CN2Cc2cccc(F)c2)O1)NCCc1ccncc1,7.5,-0.2,x,-30.9
COc1cccc(S(=O)(=O)N(C)C[C@H]2Oc3ncc(C#CCC(C)C)cc3C(=O)N([C@@H](C)CO)C[C@H]2C)c1,21.2,2.0,-2.8,70.1
C[C@H](CO)N1C[C@H](C)[C@@H](CN(C)C(=O)Nc2ccc(-c3ccccc3)cc2)OCc2ccccc2-c2c(n(C)c3ccccc23)C1=O,-94.1*,-1.6,7.4,x
C[C@@H]1CN([C@H](C)CO)C(=O)c2c(c3ccccc3n2C)-c2ccccc2CO[C@H]1CN(C)C(=O)C1CC1,40.0,0.2,-4.4,9.7
COCC(=O)N1CC(=O)N2[C@H](C1)[C@@H](c1ccc(C#CC(C)C)cc1)[C@@H]2CO,-13.7,-0.3,-3.8,x
CC(C)C#Cc1ccc2c(c1)O[C@H](CN(C)C(=O)Cc1ccccn1)[C@H](C)CN([C@H](C)CO)S2(=O)=O,-22.4,3.2,13.3,33.3
O=C(Nc1cccc(F)c1)N1CC(=O)N2[C@H](C1)[C@@H](c1ccc(-c3ccccc3F)cc1)[C@@H]2CO,-36.2,1.3,-0.4,x
CO[C@H]1CN(C)C(=O)c2cc(NC(=O)NC(C)C)ccc2OC[C@H](C)N(C(=O)CN(C)C)C[C@@H]1C,21.6,2.4,1.2,20.3
COc1ccc(NC(=O)Nc2ccc3c(c2)CC(=O)N([C@H](C)CO)C[C@@H](C)[C@@H](CN(C)Cc2ccc(C(F)(F)F)cc2)O3)cc1,16.4,-1.3,31.3,82.6
C[C@@H]1CN([C@H](C)CO)C(=O)Cc2cc(NC(=O)Nc3ccc4c(c3)OCO4)ccc2O[C@H]1CN(C)S(=O)(=O)c1cccs1,17.9,0.3,-9.0,-1.9
Cc1ccccc1S(=O)(=O)N1CCCCN2[C@@H](CO)[C@H](c3ccc(-c4cccnc4)cc3)[C@@H]2C1,-25.2,u,4.1,101.8*
CCC(=O)N1CC2(C1)CN(C(=O)NC1CCCC1)[C@@H](CO)c1c2c2ccc(OC)cc2n1C,6.5,x,-1.5,x
CC(=O)N1CC2(C1)[C@H](c1ccccc1)[C@@H](CO)N2Cc1ccccc1,0.3,5.8,-5.8,x
CC=Cc1ccc2n(c1=O)C[C@@H]1[C@@H](CO)[C@H](C(=O)NCc3ccncn3)N(C(=O)NC3CCCC3)[C@H]21 (mixture of isomers),x,1.4,-6.9,33.3
COc1ccc2c3c(n(C)c2c1)[C@H](CO)N(Cc1nccs1)CC31CN(C(C)=O)C1,-27.3,-0.3,6.7,x
C[C@H]1CN([C@@H](C)CO)C(=O)Cc2cc(NS(=O)(=O)c3ccc(Cl)cc3)ccc2O[C@H]1CN(C)S(=O)(=O)c1ccc(F)cc1,-66.1,-1.9,8.7,7.4
COc1cccc(CNC(=O)C[C@@H]2CC[C@@H](NS(=O)(=O)c3ccccc3OC)[C@H](CO)O2)c1,8.5,0.7,-2.3,-22.2
COc1ccc(S(=O)(=O)N(C)C[C@@H]2Oc3ccc(NS(=O)(=O)c4ccc(C)cc4)cc3CC(=O)N([C@@H](C)CO)C[C@@H]2C)cc1,-77.0,9.0,-8.0,41.4
C/C=C/c1cnc2c(c1)C(=O)N([C@H](C)CO)C[C@@H](C)[C@@H](CN(C)C(=O)Cc1ccccn1)O2,18.6,0.9,-0.1,x
CN1C(=O)c2cc(NC(=O)c3ccc(F)c(F)c3)ccc2OC[C@H]2O[C@H](CC(=O)N3CCCCC3)CC[C@H]21,-32.6,0.7,-4.7,0.8
C/C=C/c1ccc([C@@H]2[C@@H](CN(C)S(C)(=O)=O)N(C(=O)CC)[C@H]2CO)cc1,2.4,-0.4,-3.3,83.9
CCCNC(=O)C[C@H]1C[C@H]2c3cc(N(C)C)ccc3O[C@H]2[C@H](CO)O1,4.9,49.0*,-0.7,x
Cc1ccccc1S(=O)(=O)N1[C@@H](C#N)[C@H](c2ccc(C#CC3CCCC3)cc2)[C@@H]1CO,-54.8,-3.3,-4.0,x
COc1ccc(NC(=O)N(C)C[C@@H]2OCc3ccccc3-c3ccccc3C(=O)N([C@@H](C)CO)C[C@@H]2C)cc1,-31.0,3.0,x,25.1
CN(C)C(=O)[C@H]1[C@H](CO)[C@H]2Cn3c(ccc(C4=CCCC4)c3=O)[C@H]2N1Cc1ccc2c(c1)OCO2,10.5,5.2,-0.2,61.5
Cc1ccc(S(=O)(=O)N(C)C[C@H]2Oc3ccc(NC(=O)Nc4ccc(F)cc4)cc3CC(=O)N([C@@H](C)CO)C[C@@H]2C)cc1,-41.6,-0.4,-4.3,15.0
C[C@@H]1CN([C@H](C)CO)C(=O)c2cc(N(C)C)ccc2O[C@@H](C)CCCCO[C@@H]1CN(C)Cc1ccc2c(c1)OCO2,-18.1,-0.7,2.0,101.7*
C/C=C/c1ccc([C@H]2[C@@H](CNC(C)C)N(Cc3cccnc3)[C@H]2CO)cc1,-0.6,-1.7,3.5,57.8
COc1ccc(S(=O)(=O)Nc2ccc3c(c2)C(=O)N([C@H](C)CO)C[C@H](C)[C@@H](CN(C)S(=O)(=O)c2ccc(F)cc2)OCCCC[C@H](C)O3)cc1,-54.2,-0.2,9.6,27.3
C[C@H](CO)N1C[C@H](C)[C@@H](CN(C)C(=O)c2cccnc2)Oc2ncc(C3=CCCC3)cc2C1=O,17.6,19.2,1.3,-192.9
CC(C)NC(=O)N(C)C[C@H]1OCCCC[C@@H](C)Oc2ccc(NC(=O)CCC(F)(F)F)cc2C(=O)N([C@@H](C)CO)C[C@@H]1C,-31.2,1.5,-0.1,30.7
CN1CCCCN2[C@H](CO)[C@@H](c3ccc(-c4ccc(F)cc4)cc3)[C@H]2C1,-2.6,0.6,2.5,23.1
CC(C)c1cn(CC[C@H]2CC[C@H](NC(=O)C3CCCC3)[C@H](CO)O2)nn1,-0.1,1.2,2.1,x
C[C@H]1CN([C@@H](C)CO)C(=O)Cc2cc(NC(=O)NC3CCCCC3)ccc2O[C@H]1CN(C)S(=O)(=O)c1cccs1,-40.5,-0.1,-3.8,67.4

# More records follow:
SMILES,Pf Dd2 inh,GASC1 inh,C diff growth,Tcruzi prolif
O=C(NCC[C@H]1CC[C@H](NS(=O)(=O)Cc2ccccc2)[C@@H](CO)O1)C1CC1,15.6,1.1,-1.8,x
C[C@H]1CN([C@@H](C)CO)C(=O)c2cc(NC(=O)NC3CCCCC3)ccc2O[C@H]1CN(C)C(=O)Nc1ccc2c(c1)OCO2,18.1,1.7,-2.4,-194.9
CO[C@H](C(=O)N(C)C[C@@H]1OCc2ccccc2-c2ccccc2C(=O)N([C@@H](C)CO)C[C@@H]1C)c1ccccc1,28.5,1.7,-0.8,32.3
CN1CCCCN2[C@@H](CO)[C@@H](c3ccc(C#CC4(O)CCCC4)cc3)[C@@H]2C1,-44.2,-0.9,1.7,21.8

# Some of the entries so far, field by field:
O=C(NCC[C@H]1CC[C@H](NS(=O)(=O)Cc2ccccc2)[C@@H](CO)O1)C1CC1
  Pf Dd2 inh = 15.6
  GASC1 inh = 1.1
  C diff growth = -1.8
  Tcruzi prolif = x

C[C@H]1CN([C@@H](C)CO)C(=O)c2cc(NC(=O)NC3CCCCC3)ccc2O[C@H]1CN(C)C(=O)Nc1ccc2c(c1)OCO2
  Pf Dd2 inh = 18.1
  GASC1 inh = 1.7
  C diff growth = -2.4
  Tcruzi prolif = -194.9

CO[C@H](C(=O)N(C)C[C@@H]1OCc2ccccc2-c2ccccc2C(=O)N([C@@H](C)CO)C[C@@H]1C)c1ccccc1
  Pf Dd2 inh = 28.5
  GASC1 inh = 1.7
  C diff growth = -0.8
  Tcruzi prolif = 32.3

CN1CCCCN2[C@@H](CO)[C@@H](c3ccc(C#CC4(O)CCCC4)cc3)[C@@H]2C1
  Pf Dd2 inh = -44.2
  GASC1 inh = -0.9
  C diff growth = 1.7
  Tcruzi prolif = 21.8
